SNCA expr inhib – inhibitors of alpha-synuclein (SNCA) gene expression. AID 1671194. HEK-293 SNCA-luciferase knock-in, luminescence, 24 h. Potency, µM (highest dose often 57.2 µM), for inactives: top-dose activity change, negative = inhibition, most hits filed as inhibitors. hit rate 0.17% among 140,000;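 note: potency is the fitted concentration of half-maximal effect; plate controls were DMSO cells for no effect and cell-free wells for full effect; nearly all actives have a fitted effect of over 45% in size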
HEK293 tox – cytotoxic compounds in HEK 293 cells. hit rate 6.6% among 94,000. AID 1345083. Potency, µM (doses to about 115 µM), for inactives: at the top dose activity change, negative = cytotoxicity, actives largely listed as inhibitors. HEK 293 viability, ATP luminescence (CellTiter-Glo), 48-72 h; note: potency is the fitted concentration of half-maximal effect; nearly all actives have a fitted effect of over 60% in size
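HEK 293 seeded at 250 cells/well receive compound via pintool. After 48 or 72 hr at 37 degree Celsius, 5% CO2 and 95% humidity, CellTiter-Glo is dispensed and luminescence read following 10 min at room temperature.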
GPT2 inhibitor – inhibitors of human GPT2 alanine aminotransferase; Q8TD30; Recombinant GPT2, coupled pyruvate oxidase/HRP Amplex Red fluorescence; Potency, µM (highest dose often 57.7 µM), for inactives: at the highest dose activity change, negative = inhibition, hits mostly inhibitors; hit rate 0.25% among 100,000; AID 1671188; note: potency is the fitted concentration of half-maximal effect; nearly all actives have a fitted effect of over 60% in size; many of its hits are not listed in these tables
Target sequence (Q8TD30 whole entry, looked up): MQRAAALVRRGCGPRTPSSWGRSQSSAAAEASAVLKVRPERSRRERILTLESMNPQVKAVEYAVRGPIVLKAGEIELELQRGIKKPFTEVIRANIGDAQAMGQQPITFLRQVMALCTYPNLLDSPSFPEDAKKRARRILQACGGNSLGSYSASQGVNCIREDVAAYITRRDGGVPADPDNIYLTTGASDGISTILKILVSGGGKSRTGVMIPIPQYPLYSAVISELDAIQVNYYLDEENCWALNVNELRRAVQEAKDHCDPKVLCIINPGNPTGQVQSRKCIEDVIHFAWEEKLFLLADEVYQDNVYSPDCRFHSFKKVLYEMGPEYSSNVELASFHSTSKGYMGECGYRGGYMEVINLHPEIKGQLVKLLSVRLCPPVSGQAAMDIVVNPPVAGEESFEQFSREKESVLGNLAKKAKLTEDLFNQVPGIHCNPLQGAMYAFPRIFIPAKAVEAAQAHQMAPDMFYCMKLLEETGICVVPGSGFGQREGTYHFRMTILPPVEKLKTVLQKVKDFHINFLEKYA
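GPT2 10ng/uL, a-KG 250uM, L-Ala 2mM, HEPES pH7.5 + 0.0001% Tween; 30 min RT. Then Amplex mix (PO/HRP/ThPP), 30 min RT dark, fluorescence. AOA 50uM used as positive control.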
Luciferase inh – inhibitors of firefly (Photinus pyralis) luciferase; P08659; Potency, µM (highest dose often 115 µM), without a hit: at the top dose activity change, negative = inhibition, usual class: inhibitors; hit rate 2.5% among 76,000; purified P. pyralis luciferase, luminescence, biochemical; note: potency is the fitted concentration of half-maximal effect; nearly all actives have a fitted effect of over 65% in size
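Biochemical qHTS: compound (6-point titration) added to 10uM D-luciferin plus 10uM ATP in Tris acetate pH 7.5 buffer with Mg, Tween-20 and BSA, then purified enzyme at 10nM; light output imaged.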
IP6K1 inhibitor – IP6K1 kinase inhibition. Q92551. IP6K1 kinase, ADP-Glo luminescence, 2 h; active compounds read low. activity change, % (series mostly up to about 58 µM). hit rate 0.81% among 140,000. AID 1645851; in the data active = activity change below about -25%
Target sequence (Q92551 whole entry, looked up): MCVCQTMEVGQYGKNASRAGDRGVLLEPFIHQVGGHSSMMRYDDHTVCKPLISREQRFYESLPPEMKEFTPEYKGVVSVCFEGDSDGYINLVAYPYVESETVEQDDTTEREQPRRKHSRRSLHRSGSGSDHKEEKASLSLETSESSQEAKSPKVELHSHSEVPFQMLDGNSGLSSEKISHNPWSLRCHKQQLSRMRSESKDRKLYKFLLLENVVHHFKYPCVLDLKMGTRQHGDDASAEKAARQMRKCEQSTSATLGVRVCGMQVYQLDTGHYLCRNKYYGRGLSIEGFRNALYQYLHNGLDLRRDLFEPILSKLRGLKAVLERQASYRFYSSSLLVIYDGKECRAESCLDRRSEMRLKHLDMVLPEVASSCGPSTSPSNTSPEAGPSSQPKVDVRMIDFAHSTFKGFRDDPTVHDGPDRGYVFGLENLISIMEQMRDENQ
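ADP-Glo luminescence measures ADP made by human IP6K1 during a 2 h RT reaction with ATP/IP6 (mix at 1.3 mM/130 uM); top library doses 57.5 and 19.1 uM final.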
HEK293 viab – reduces viability of HEK-293 SNCA reporter cells. HEK-293-SNCA-luc viability, GF-AFC fluorescence, 24 h. Potency, µM (titrated, usually from 57.1 µM), for inactives: top-dose activity change, negative = cytotoxicity, actives largely listed as cytotoxic. hit rate 0.12% among 150,000. AID 1671193;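 note: potency is the fitted concentration of half-maximal effect; 0% = DMSO-treated cells and -100% = medium-only wells without cells; nearly all actives have a fitted effect of over 30% in size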
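Cytotoxicity counterscreen: after 24 h compound treatment of genome-edited SNCA-luciferase HEK-293 cells, live-cell protease substrate GF-AFC read by fluorescence after 30 min; activity scaled between DMSO (0%) and medium-only (-100%), curves Hill-fitted.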
3T3 cytotox – cytotoxic compounds in NIH 3T3 cells; hit rate 4.3% among 94,000; NIH 3T3 viability, CellTiter-Glo ATP luminescence, 48-72 h; Potency, µM (doses to about 96.7 µM), without a hit: at the top dose activity change, negative = cytotoxicity, usual class: inhibitors; note: potency is the fitted concentration of half-maximal effect; nearly all actives have a fitted effect of over 55% in size
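NIH 3T3 cells at 400 cells/well received 23 nL of compound by pintool and were incubated 48 or 72 h at 37 °C. Viability was read as ATP-coupled CellTiter-Glo luminescence.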
Numbers without * were called inactive; i = inactive; ? = inconclusive; . = no result given; [ ] = another dose, or the depositor's remark. Unless noted, calls come from the whole dose curve; as a rule, active = well fitted curve in the direction sought with a large enough effect; inconclusive = small, poorly fitted or top-dose-only effect, or another doubt; inactive = no such curve, though single readings can be large; an effect the other way counts as inactive or inconclusive. Unless noted, % is set by controls: 0 for no effect and ±100 for the full control effect.

SMILES	SNCA expr inhib	HEK293 tox	GPT2 inhibitor	Luciferase inh	IP6K1 inhibitor	HEK293 viab	3T3 cytotox
CC[C@@]1(C(=O)O)C[C@H](C(=O)N(C)CCCO)[C@H](c2ccc(OC)cc2)N1C	-7%	-2%	i	10%	-3	-3%	i
CN1c2cc(C(=O)Nc3ccc(Cl)cc3)ccc2C(=O)N2CCCCCC21 (centres undefined)	29%	35µM*	i	?	21	1%[12.5 µM]	?
N#Cc1cccc(N2CCN(Cc3ccc(F)c(Cl)c3F)CC2)n1	-18%	?	-4%	3%	-5	-18%	?
CCc1ccc(C(=O)c2cn(CC(=O)Nc3ccc(Cl)cc3)c3cc4c(cc3c2=O)OCO4)cc1	?	.	.	.	-7	-8%	.
COc1ccc(Cl)cc1NC(=O)Cn1cc(C(=O)c2ccncc2)c(=O)c2cc(C)ccc21	44%[activator]	.	.	.	6	-5%	.
NC(=O)c1cc2c(nc1CCC1COc3ccccc3O1)CCC2 (centres undefined)	2%	-7%	1%	-1%	8	-3%	?
COc1ccccc1N1CCN(C(=O)CCNS(=O)(=O)c2ccc3c(c2)CCN3C(=O)C2CC2)CC1	9%	.	.	.	9	1%	.
CCCN(Cc1ccncc1)C(=O)CC1C(=O)NCCN1Cc1ccoc1 (centres undefined)	11%	5%	1%	11%	-15	-2%	i
O=C(COCc1cc(-c2ccc(F)cc2)on1)Nc1cccc(C(F)(F)F)c1	6%	.	.	.	-8	3%	.
COc1ccc2c(c1)CN(C(=O)c1ccnc(Cl)c1)CC[C@H]1COC(=O)N21	-28%[87.6 µM]	1%[172 µM]	0%[88.5 µM]	10%[172 µM]	-12	-1%[87.6 µM]	-6%[174 µM]

The last five records of the section above lead into the next.
SMILES	SNCA expr inhib	HEK293 tox	GPT2 inhibitor	Luciferase inh	IP6K1 inhibitor	HEK293 viab	3T3 cytotox
NC(=O)c1cc2c(nc1CCC1COc3ccccc3O1)CCC2 (centres undefined)	2%	-7%	1%	-1%	8	-3%	?
COc1ccccc1N1CCN(C(=O)CCNS(=O)(=O)c2ccc3c(c2)CCN3C(=O)C2CC2)CC1	9%	.	.	.	9	1%	.
CCCN(Cc1ccncc1)C(=O)CC1C(=O)NCCN1Cc1ccoc1 (centres undefined)	11%	5%	1%	11%	-15	-2%	i
O=C(COCc1cc(-c2ccc(F)cc2)on1)Nc1cccc(C(F)(F)F)c1	6%	.	.	.	-8	3%	.
COc1ccc2c(c1)CN(C(=O)c1ccnc(Cl)c1)CC[C@H]1COC(=O)N21	-28%[87.6 µM]	1%[172 µM]	0%[88.5 µM]	10%[172 µM]	-12	-1%[87.6 µM]	-6%[174 µM]
CN1CCN(CC(=O)N2CCCCC2)CC12CCC(=O)N(CC1CC1)CC2 (centres undefined)	2%	1%	-7%	-4%	9	-1%	i
COc1ccc([C@H]2C[C@@H](O)[C@@H](O)[C@@H]2NC(=O)c2ccccn2)cc1	3%[87.6 µM]	1%[172 µM]	-5%[88.5 µM]	-1%[172 µM]	20	-4%[87.6 µM]	-11%[174 µM]
Cc1nc2c(c(-c3ccc(Cl)cc3)n1)CN(C(=O)c1ccccc1)CC2	6%	2%	-4%	4%	1	0%	-5%
Cc1[nH]c2ccccc2c1C1N2CC3(C)CN1CC(C)(C2)C3=O (centres undefined)	17%	.	.	.	2	-14%	.
CCSc1ncc(Cl)c(C(=O)Nc2cc(C)ccc2C)n1	4%	.	.	.	-10	-4%	.
O=C([C@@H]1CCCN1[S+](=O)([O-])c1cccc(C(F)(F)F)c1)N1CCC(N2CCOC2=O)CC1	0%	-15%	4%	.	-5	2%	-14%
CCn1cc(C(=O)NCCc2ccccc2)c(=O)c2cc(S(=O)(=O)N3CCc4ccccc4C3)ccc21	-3%	.	.	.	-8	10%	.
O=C(c1ccccn1)N1CCCC(CN2CCCC2)CC1 (centres undefined)	26%	i	1%	12%	-23	-3%	i
Cc1cccc(NC(=O)N2CCC(CCOc3ccc(F)cc3)C2)c1 (centres undefined)	6%	?	4%	?	0	-10%	?
COc1cccc(-c2c(C(=O)N3CCN(C(C)=O)CC3)nc3sccn23)c1	-27%	-2%	2%	.	11	-8%	-11%
Cn1ccnc1C(=O)N1CCCCCCNC(=O)[C@@H]2C[C@@H](C(=O)N3CCc4ccccc4C3)C[C@@H]21	-6%	?	i	0%	2	-5%	-13%
COc1ccc(CCNC(=O)c2nnn3c2COC(c2ccc(C)cc2)C3)cc1OC (centres undefined)	-27%	?	?	-13%	-13	8%	?
CSc1ccc(-c2cccc(C(=O)NCCN[S+](=O)([O-])c3c(C)noc3C)c2)cc1	-26%	?	-11%	.	-9	-7%[12.5 µM]	?
O=C(NC1CCN(C(=O)N2CC3CC(C2)[C@H]2CCCC(=O)N2C3)CC1)C1CCCC1 (some centres undefined)	7%	-7%	-15%	0%	23	5%	i
O=C(c1ccc(F)cc1)N1CCC(C(=O)N2CCC(c3nc4ncccc4[nH]3)CC2)C1 (centres undefined)	4%	4%	-13%	.	-3	5%	-5%
Cc1ccc2nc(SCc3nc(-c4ccc(Cl)cc4)no3)[nH]c2c1	22µM*	.	.	.	30	-9%	.
Cc1c(CCNC(=O)c2c(F)cccc2F)sc2nc(-c3ccc(F)cc3)nn12	7%	.	.	.	-10	-1%	.
COc1ccc(-n2nc(C(=O)NCc3ccc(F)cc3)c3c4ccccc4n(C)c3c2=O)cc1	-3%	.	.	.	6	3%	.
CCOC(=O)CN1C(=O)CN(S(C)(=O)=O)CCC(OC)c2ccccc21 (centres undefined)	.	-1%	.	.	-6	.	?
O=C(NC1CC1)c1nc(-c2cccc(F)c2)c2cnccn12	-7%[87.6 µM]	?	i	-10%[172 µM]	4	8%[87.6 µM]	?
COc1cccn(CC(=O)N(Cc2ccc(F)cc2)C2CCCCC2)c1=O	-11%	-2%	i	9%	-11	-22%	-8%
O=C1CCN(C(=O)COc2ccccc2)CCCC(C(=O)NCc2ccccc2)CCN1 (centres undefined)	40%[activator]	-12%	-19%	-3%	17	-10%	-24%
COc1cc(F)ccc1-c1cc(C(=O)NCc2cnn(C)c2)c2c(c1)N(C)CCO2	23%[87.6 µM]	-27%[172 µM]	-5%[88.5 µM]	-8%[172 µM]	-22	-15%[87.6 µM]	?
CCc1[nH]nc(C(=O)N(Cc2cccnc2)CC2CCN(C3CCCC3)CC2)c1C	-10%	i	-22%	-1%	-8	-3%	4%
COC(=O)C1(Cc2ccc(O)cc2)OC(=O)C(OC)=C1c1ccc(O)cc1 (centres undefined)	.	.	i	.	-3	-12%	.
Cc1ccc2nc(C(=O)NCCc3nc(C)cc(C(F)(F)F)n3)cn2c1	-1%	i	i[11.5 µM]	6%	-2	7%	1%
CCn1ncc(N2CCCC(CC(=O)NC3CCCCC3)C2)cc1=O (centres undefined)	34%[activator]	-6%	i	4%	3	-2%	i
COCCN1CCC(N2CCN(S(=O)(=O)Cc3ccccc3F)CC2)C1=O (centres undefined)	-2%	-1%	-9%	0%	7	-6%	-11%
O=C(CCc1nnc2n(Cc3ccccc3Cl)c(=O)c3ccccc3n12)Nc1ccccc1	-2%	.	.	.	-7	3%	.
COc1cccc(CNC(=O)CN2CCCc3nc(C)ncc3C2=O)c1	?	-4%	i	-8%	11	10%	-13%
CCC(C)NC(=O)N1CCCN(S(=O)(=O)c2ccccc2)CCC(=O)NCC1 (centres undefined)	-13%	-8%	3%	0%	1	-8%	-6%
COCCNC(=O)C(C)[C@@H]1CC[C@@]2(C)CC[C@H](N[S+](C)(=O)[O-])[C@@H](C)[C@@H]2[C@H]1O (some centres undefined)	0%[87.6 µM]	i	i	13%[172 µM]	-15	5%[87.6 µM]	4%[138 µM]
O=C(C1CCC1)N1CCCC(c2nc(C3CCOCC3)no2)C1 (centres undefined)	43%[activator]	-4%	i	-1%	0	11%	-3%
CC(=O)Nc1ccc(OCC(=O)NC2CCN(Cc3ccccc3)CC2)nc1	29%	-17%	i	-9%	14	7%	-20%
Cc1ccccc1C(=O)N1CCC(C(=O)N2CCC(N3CCOCC3=O)CC2)CC1	-4%	3%	i	.	-12	5%	4%
O=C(C[C@H]1NC(=O)c2ccccc2NC1=O)Nc1n[nH]c(CCC2CCCC2)n1	-22%	?	i	-3%	0	0%	?
CCC1CCCCN1CCCNC(=O)c1ccc2c(c1)N(Cc1ccc(Cl)cc1)C(=O)c1ccccc1S2(=O)=O (centres undefined)	?	.	.	.	0	?	.
Cn1c(=O)c2c(ncn2CC(=O)N2CCC(CCOc3ccc(F)cc3)C2)n(C)c1=O (centres undefined)	-30%	89µM*	i	-6%	15	-2%	-24%
COc1ccccc1-c1cc(C(=O)NCCc2ccccc2F)nn2cnnc12	50%[activator]	?	-6%	.	7	-16%	?
CCCN(C)C(=O)c1cn2cc(-c3cccc(Cl)c3)n(CC=C(C)C)c(=O)c2n1	?	28µM*	-8%	-2%	-2	-1%	40µM*
Cc1ccc(-n2ncc(C(=O)NCCc3c[nH]c4ccccc34)c2C2CCN(C(=O)OC(C)(C)C)CC2)cc1C	?	.	.	.	-12	-13%	.
Cc1ccc(NC(=O)N2CCC(c3ccccc3)C2)cc1C (centres undefined)	-17%	.	.	.	-5	-9%	.
CCOC(=O)CCNC(=O)N1CCCCCCn2c(nnc2-c2ccc(F)cc2)CC1	23%	-11%	2%	-4%	5	-7%	-25%
COc1cccc(NC(=O)Cn2c(=O)n(CCC(=O)NCCc3ccc(Cl)cc3)c(=O)c3ccccc32)c1	1%	.	.	.	-2	-11%	.
Cc1onc(-c2cnn(C)c2NCc2ccc(C#N)cc2)c1C(=O)NC1CCCCC1	-4%[87.6 µM]	-1%[172 µM]	i	-5%[172 µM]	5	-5%[87.6 µM]	?
Cc1ccc(Cl)cc1N1CCN(c2ncnc3c2nc2n3CCCCC2)CC1	-11%	.	.	.	14	-2%	.
CCOc1ccc(Nc2oc(-c3ccc(COc4ccccc4C)o3)nc2C#N)cc1	14%	.	.	.	-8	-8%	.
Cc1ccccc1CCNC(=O)c1ccc(NC(=O)N2CC(C)Sc3ccccc32)cc1 (centres undefined)	85%[activator]	.	.	.	20	-3%	.
CCC(C(=O)N1CCN(c2cc(C(F)(F)F)ncn2)CC1)c1ccccc1 (centres undefined)	1%	?	i	0%	0	7%	?
CC(C)NC(=O)C1CCN(C(=O)N2CC(C)Oc3ccccc32)CC1 (centres undefined)	-14%	.	.	.	1	10%	.
O=C1NC2(CCN(C(=O)c3ccc(Cl)cc3)CC2)CC1c1ccccc1 (centres undefined)	-28%	-12%	2%	-7%	30	-4%	?
